Assay outcomes (PubChem)
aSyn yeast rescue: rescues yeast growth from alpha-synuclein toxicity. S. cerevisiae alpha-synuclein toxicity rescue, BacTiter-Glo growth, 24 h. Potency, µM (doses to about 46.1 µM), without a hit: at the highest dose growth rescue (activation), hits mostly activators. 0.02% of 94,000 active; active = well fitted activation curve with a large enough effect; inconclusive = small, poorly fitted or top-dose-only effect; also: 0% is about no effect
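Growth restoration measured by BacTiter-Glo luminescence after 24 hr at 30 deg C; alpha-synuclein yeast, raffinose-pregrown to mid-log, were added at OD600=0.02 in galactose medium onto pinned compounds.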
Numbers without * were called inactive; ? = inconclusive; [ ] = remark or other dose. Potency is read from the fitted curve at half-maximal effect.

SMILES	aSyn yeast rescue
CCn1cc(C(=O)N2CCN(c3cccc(Cl)c3)CC2)c2cc(OC)c(OC)cc2c1=O	21%
COc1cccc(CNC(=O)CN(c2ccc(C(C)C)cc2)S(=O)(=O)c2c(C)n[nH]c2C)c1	2%
COc1cc2c(cc1OC)C(c1ccc(F)cc1)N(c1cccc(C#N)c1)C(=O)C2 (configuration not stated)	2%
Cc1cc(C)cc(NC(=O)CN2C(=O)CSc3ccc(S(=O)(=O)N(C)C)cc32)c1	-7%
COc1ccc(CCNC(=O)C(=O)Nc2ccccc2F)cc1	1%
Cc1ccc(Cn2c3ccccc3c3cnn(CC(=O)N4CCCCCC4)c(=O)c32)cc1	7%
CNS(=O)(=O)c1ccc2c(c1)[nH]c(=S)n2C	-5%
O=C(c1ccco1)N1CCN(Cc2cn[nH]c2-c2cccc3ccccc23)CC1	2%
O=C(CC1N=C2c3ccccc3N=C(SCC(=O)Nc3ccc(F)cc3)N2C1=O)NCc1cccs1 (configuration not stated)	7%
Cc1csc(=O)n1CC(=O)OCC(=O)Nc1ccc(F)c(F)c1F	5%
CCOC(=O)C1(C)C=C(Nc2ccc(OC)cc2)C(=O)N1c1ccccc1 (configuration not stated)	20%
CC(C)(C)c1ccc(C(=O)NCCc2csc3nc(-c4ccccc4F)nn23)cc1	9%
Nc1nc(SCC(=O)c2c(N)n(Cc3ccccc3)c(=O)[nH]c2=O)n[nH]1	-5%
CCC(C(=O)OCc1cc(=O)n2nc(C)sc2n1)c1ccccc1 (configuration not stated)	4%
Cc1cc(/C=N/NC(=O)c2ccc(O)cc2)c(C)n1C1CC1	-1%
O=C(NNC(=O)c1ccccc1O)c1ccc(Cl)c(S(=O)(=O)N2CCCCC2)c1	-1%
Nc1ccc(Oc2ccccc2-c2ccccc2)cc1	8%
COc1ccc(CC(=O)Nc2ccc(-c3nc4ccccc4s3)c(C)c2)cc1	-4%
COc1cccc(CNC(=O)CN2C(=O)CCc3cc(S(=O)(=O)N4CCOCC4)ccc32)c1	1%
Cc1cc(C(=O)CCl)c(C)n1-c1cccc(S(=O)(=O)N2CCOCC2)c1	-16%

A second format for part of the listing above:
| Compound | aSyn yeast rescue |
| --- | --- |
| CCOC(=O)C1(C)C=C(Nc2ccc(OC)cc2)C(=O)N1c1ccccc1 (configuration not stated) | 20% |
| CC(C)(C)c1ccc(C(=O)NCCc2csc3nc(-c4ccccc4F)nn23)cc1 | 9% |
| Nc1nc(SCC(=O)c2c(N)n(Cc3ccccc3)c(=O)[nH]c2=O)n[nH]1 | -5% |

More entries follow:
SMILES	aSyn yeast rescue
CC1=Nc2nc(N3CCCCCC3)c(C#N)c3c4c(nc(c23)N1)N(c1ccc2ccccc2c1)C(=O)C4	-7%
O=[N+]([O-])c1cccc(S(=O)(=O)NCc2ccncc2)c1	-7%
Cc1ccc2c(c1)c(N=NC(N)=O)c(O)n2C	5%
CCc1ccccc1NC(=O)c1ccc(F)c(S(=O)(=O)NC2CCCCCC2)c1	-2%
CCN(CC)C(=O)C1=C(C)N(CCCOC)C(=O)C(CC(=O)NC2CCCCC2)C1 (configuration not stated)	3%
COc1ccccc1C(=O)NCCCNC(=O)c1cccnc1	-13%
c1ccc(-c2csc3ncnc(N4CCOCC4)c23)cc1	-1%
N#Cc1c(NC(=O)C2CC(Cl)=CCC2C(=O)O)sc2c1CCCC2 (configuration not stated)	-20%
Cc1ccc(C)c(S(=O)(=O)N2CCCC2CNC(=O)C(=O)NCCc2ccco2)c1 (configuration not stated)	4%
O=C1c2ccccc2C(=O)c2c1cccc2N1CCN(C/C=C/c2ccccc2)CC1	9%
NC(=O)c1c(NC(=O)c2ccc(S(=O)(=O)N3CCOCC3)cc2)sc2c1CCCCC2	-1%
Fc1ccccc1-c1nc(-c2cnccc2C(F)(F)F)no1	-10%
Cc1ccc(S(=O)(=O)N2CCN(c3ccc([N+](=O)[O-])cn3)CC2)cc1	3%
COc1ccc(Nc2cc(C)nc(N)n2)cc1	-11%
O=C(Cc1ccccc1)NS(=O)(=O)c1ccc(N=NN2CCOCC2)cc1	-6%
NC(=O)C1CCN(c2ccc(S(=O)(=O)N3CCCCC3)cn2)CC1	8%
CN(C)S(=O)(=O)n1cc(/C=C(\NC(=O)c2ccccc2F)C(=O)NCCCn2ccnc2)c2ccccc21	-7%
COc1ccc(C(=O)N=c2sc3c(C)ccc(OC)c3n2C)cc1	1%
CC(C)(C)c1ccc(C(=O)NCC(c2ccco2)S(=O)(=O)c2ccc(F)cc2)cc1 (configuration not stated)	-14%
O=C(COc1ccc([N+](=O)[O-])cc1)Nc1ccncc1	0%

Pulled by structure from the list above, six records:
SMILES	aSyn yeast rescue
CN(C)S(=O)(=O)n1cc(/C=C(\NC(=O)c2ccccc2F)C(=O)NCCCn2ccnc2)c2ccccc21	-7%
Cc1ccc(S(=O)(=O)N2CCN(c3ccc([N+](=O)[O-])cn3)CC2)cc1	3%
COc1ccc(C(=O)N=c2sc3c(C)ccc(OC)c3n2C)cc1	1%
Cc1ccc(C)c(S(=O)(=O)N2CCCC2CNC(=O)C(=O)NCCc2ccco2)c1 (configuration not stated)	4%
N#Cc1c(NC(=O)C2CC(Cl)=CCC2C(=O)O)sc2c1CCCC2 (configuration not stated)	-20%
CC1=Nc2nc(N3CCCCCC3)c(C#N)c3c4c(nc(c23)N1)N(c1ccc2ccccc2c1)C(=O)C4	-7%

Other structures follow:
SMILES	aSyn yeast rescue
Cc1cccc(Oc2nc(CN3CCOCC3)nc3sc4c(c23)CCCC4)c1	2%
COc1ccc(-c2nc3ccccc3n3c(-c4ccccc4)c4c(=O)n(C)c(=O)n(C)c4c23)cc1	2%
COc1ccc(C2c3c(-c4c(C)cc(C)cc4O)n[nH]c3C(=O)N2Cc2ccco2)cc1 (configuration not stated)	10%
N/C(Cc1nc(-c2ccc(F)cc2)cs1)=N\O	-5%
COc1ccc(-c2cc(C(=O)NCc3ccc(C)cc3)c3cc(C(C)C)ccc3n2)cc1	-2%
O=C(NCc1ccc(F)cc1)c1cccc2c1C(=O)c1ccc(N3CCC(N4CCCCC4)CC3)cc1S2(=O)=O	-2%
CCCCN(C)CCNC(=O)C(=O)c1c(C)[nH]c2ccccc12	8%
Cc1ccc(Nc2cc(C(=O)NC3CCCC3)c3ccccc3n2)c(C)c1	-10%
Cc1cccc(C)c1NC(=O)c1ccc2nc(CCc3ccccc3)oc2c1	-13%
COc1cc(OC)c(N2CC(C(=O)Nc3cccc(C(=O)NC4CC4)c3)CC2=O)cc1Cl (configuration not stated)	-6%
O=C(COC(=O)c1cc[n+]([O-])cc1)Nc1cc([N+](=O)[O-])ccc1Cl	0%
CCNc1ccc2c(Cl)cc(=O)oc2c1	14%
CC(C)c1ccc(S(=O)(=O)Nc2ccc3oc4c(c3c2)C(=O)CC(C)(C)C4)cc1	-8%
COc1ccc(/C(C)=N/NC(=O)CNC(=O)C2COc3ccccc3O2)c(OC)c1 (configuration not stated)	8%
CCc1nc(SCc2cccnc2)c2c(=O)n(C)c(=O)n(C)c2n1	7%
CCOC(=O)/C(N=Nc1c(C)n(C)n(-c2ccccc2)c1=O)=C(/O)c1ccccc1	2%
Cc1oc(-c2ccccc2)nc1CS(=O)CC(=O)N1CCc2ccccc2C1 (configuration not stated)	-1%
CC(C)(C)S(=O)N1Cc2cc(CO)ccc2[C@H]1CCO (some centres not stated)	9%
COc1cccc(CC(=O)Nc2cc(S(=O)(=O)N3CCOCC3)ccc2OC)c1	-1%
COc1cccc(N2CCN(C(=O)c3cc4cc5cc(C)ccc5nc4s3)CC2)c1	-3%
O=C(NCCc1c[nH]c2ccccc12)Nc1ccccc1C(F)(F)F	-7%
O=[N+]([O-])c1ccc(/C=N/Nc2ccnc3cc(Cl)ccc23)o1	-31%[inhibitor]
COc1ccc(N2CCN(S(=O)(=O)CCNC(=O)Cc3ccc(Cl)cc3)CC2)cc1	1%
COc1ccc(C(=O)N2CCC(C(=O)O)CC2)c2ccccc12	1%
COc1cccc(CN(C)C[C@@H]2OCc3cnnn3CCCC(=O)N([C@H](C)CO)C[C@H]2C)c1	5%
CNC(=O)COC(=O)c1ccc(Cl)c(S(N)(=O)=O)c1	0%
OCCNc1c2ccccc2nc2ccccc12	-11%
COC(=O)c1sc2cccc(F)c2c1S(=O)(=O)N1CCN(c2ccc(F)cc2)CC1	8%
CCOc1ccccc1Nc1nnc(-c2cc3cc(OC)ccc3oc2=O)s1	2%
O=c1c2ccccc2nc(/C=C/c2ccc(O)cc2)n1CCc1ccccc1	1%
CCOC(=O)c1cc(-c2ccccc2)n(-c2cccc(C(=O)NC(C)(C)C)c2)c1C	-14%
CC(C)(C)Cc1c(-c2ccc(Cl)cc2)nc2ccc(Cl)cn12	-15%
CCc1ccc(CNC(=O)CN(c2ccc(C)cc2)S(=O)(=O)N(C)C)cc1	3%
CC(C)(C)OC(=O)NC(Cc1ccccc1)C(=O)NCCCC(=O)O (configuration not stated)	-2%
CCCC(=O)Nc1nnc(SCc2cc(=O)c3ccc(C)cc3[nH]2)s1	-4%
COc1cccc(CNC(=O)CSC2=Nc3ccccc3N=C(c3ccc(F)cc3)C2)c1	-5%
CCc1ccccc1N1CC(c2nc3ccccc3n2CC(C)C)CC1=O (configuration not stated)	-1%
CCNc1nc(NCC)n2c(SC(C(=O)Nc3cc(C)ccc3C)c3ccccc3)nnc2n1 (configuration not stated)	4%
COc1ccc(-c2csc3nc(-c4ccc(F)cc4)oc(=O)c23)cc1	1%
Cc1ccccc1NC(=O)Cc1nc(COC(=O)/C=C/c2ccccc2)cs1	13%
CCc1ccc(C2CC(=O)c3c([nH]c(C(=O)OCCOc4ccccc4)c3C)C2)cc1 (configuration not stated)	-38%[inhibitor]
O=C(CSc1cn[nH]n1)Nc1ccccc1C(=O)O	-5%
Oc1c(Br)cc(Cl)cc1C=Nc1ccc(N2CCOCC2)cc1	?
O=c1cc(COc2ccc(Cl)c(Cl)c2)nc2sccn12	0%
N#Cc1ccccc1CSc1nc2ccsc2c(=O)n1Cc1ccccn1	-3%
O=C(COc1ccccc1)Nc1ccc2nc(SCC(=O)N3CCOCC3)sc2c1	-8%
O=C(c1ccccc1F)N1CCN(Cc2nc3sc4c(c3c(=O)[nH]2)CCCC4)CC1	13%
Cc1ccc(Cn2c(=O)n(Cc3ccccc3)c(=O)c3c(C)c(C)sc32)cc1	5%
COc1ccc(CN2CCN(C(=O)c3ccccc3F)CC2)c(OC)c1OC	2%
Cc1cc(S(=O)(=O)C(CNC(=O)c2ccc(OC(C)C)cc2)c2cccs2)ccc1F (configuration not stated)	1%
O=c1c2cc(-c3ccccc3)sc2nc2n1N=C(c1cccs1)CS2	-16%
Cc1cc(S(=O)(=O)NCCc2csc(-c3cccc(F)c3)n2)ccc1F	?
CCCN(CCC)CCNC(=S)Nc1ccc2nc3n(c(=O)c2c1)CCCCC3	9%
O=C1CN(S(=O)(=O)c2cc(C(=O)O)ccc2Cl)c2ccccc2N1	-9%
Cc1ccc(C(=O)COC(=O)C(Cc2c[nH]c3ccccc23)NC(=O)c2ccc(Br)cc2)cc1 (configuration not stated)	1%
Cc1cc(N2CCN(C)CC2)nc2ccc(NC(=S)N3CCCCC3)cc12	-47%[inhibitor]
CCn1cc(CCC(=O)O)c(C)n1	-1%
COc1ccc(C(=O)NCC(c2cccnc2)N2CCc3ccccc3C2)cc1OC (configuration not stated)	2%
O=C(C1CCN(S(=O)(=O)c2ccc(Cl)cc2)CC1)N1CCCC1	-2%
Cc1cc(C)cc(NC(=O)c2cc(S(=O)(=O)N3CCCCC3)c[nH]2)c1	-2%

(continued)
SMILES	aSyn yeast rescue
C[C@@H]1CN([C@H](C)CO)S(=O)(=O)c2ccc(Br)cc2O[C@@H]1CN(C)C(=O)NC1CCCC1	-1%
CCOc1cc(Br)c(C2C(C(=O)OC)=C(C)NC3=C2C(=O)c2ccccc23)cc1OCC (configuration not stated)	-7%
CCCn1cnc2cc(NC(=O)c3cc(OC)c(OC)c(OC)c3)ccc21	-3%
CCOC(=O)c1c(C)[nH]c(C)c1S(=O)(=O)N1CCC(C(=O)N2CCN(c3cc(C)ccc3C)CC2)CC1	3%
CCn1c(SCC(=O)Nc2ccc(C)cc2)nnc1-c1ccccn1	8%
Cc1nc(N2CCCC2)c2c(C(=O)Nc3cccc(Cl)c3C)c(C)oc2n1	2%
CCN(Cc1ccccc1)C(=O)c1cc(S(=O)(=O)N2CCOCC2)cn1C	-1%
O=C(CSc1nc(=O)[nH]c2c1CCCC2)Nc1ccc(Cl)c(Cl)c1	-10%
COc1ccc(CCNC(=O)CCc2nc3ccccc3[nH]2)cc1OC	7%
COc1cc2[nH]c(=O)c(C(=O)NCc3ccc(C)cc3)c(O)c2cc1OC	-4%
CCOc1ccc(Br)cc1S(=O)(=O)Nc1cccc(S(=O)(=O)N(C)C)c1	2%
CCCn1cc(S(=O)(=O)c2ccc(C)cc2)c(=O)c2cc(OC)c(OC)cc21	6%
O=C(CSc1nnc(-c2ccccc2)o1)NC1CCS(=O)(=O)C1 (configuration not stated)	2%
CSCC[C@H]1COC[C@@H](Cc2ccccc2)N1c1ccccc1	-14%
Cc1ccc(NC(=O)N2CCN(c3nnc(C)c4c(C)n(-c5ccc(Cl)cc5)nc34)CC2)c(C)c1	1%
C/C(CCc1ccc2c(c1)OCO2)=N\NC(=O)c1ccc(C)cc1C	-1%
Cc1cc(C)cc(N(CC(=O)NCc2ccccc2)C(=O)CCC(=O)Nc2ccccn2)c1	12%
CCCn1c(SCC(=O)Nc2ccccc2OC)nnc1-c1ccco1	0%
CCN1c2ccccc2-c2nc(SCC(=O)NCc3ccccc3)ncc2S1(=O)=O	-1%
CCOC(=O)c1c(C)c(-c2ccccc2)n(CC(=O)N2CCN(C)CC2)c1C	6%

A different layout for part of the listing above:
| Molecule | aSyn yeast rescue |
| --- | --- |
| COc1ccc(CCNC(=O)CCc2nc3ccccc3[nH]2)cc1OC | 7% |
| COc1cc2[nH]c(=O)c(C(=O)NCc3ccc(C)cc3)c(O)c2cc1OC | -4% |

Quoted from the results shown (three entries):
SMILES	aSyn yeast rescue
Cc1cc(C)cc(N(CC(=O)NCc2ccccc2)C(=O)CCC(=O)Nc2ccccn2)c1	12%
CCCn1c(SCC(=O)Nc2ccccc2OC)nnc1-c1ccco1	0%
CCN1c2ccccc2-c2nc(SCC(=O)NCc3ccccc3)ncc2S1(=O)=O	-1%

Some of the compounds tested (hit frequency here may not be typical).
